# Assay outcomes: PubChem, National Center for Advancing Translational Sciences (NCATS)
# Nrf2 block: Nrf2 qHTS screen for inhibitors; hit rate 2.1% among 360,000; AID 504444, 2011; A549 ARE-Fluc reporter, luciferase luminescence, 18-24 h; Potency, µM (series often up to 46 µM), without a hit: at the highest dose activity change, negative = inhibition, actives largely listed as inhibitors; further: potency means the concentration at half of the fitted maximal effect; on the % scale 0 is the no-effect control and ±100 the full control effect; nearly all actives have a fitted effect of over 60% in size
#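 Nrf2 activity is the BugLite luminescence, read 15 min after reagent at room temperature, following CellTiter-Fluor cytotoxicity readout (30 min, 37C). Compound titrations were applied for 18-24 h to 5000 A549 ARE_Fluc cells/well in 5% FBS OPTI-MEM.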
# A549 viability: Nrf2 qHTS screen for inhibitors: counterscreen for cytotoxicity | A549 ARE-Fluc cells, CellTiter-Fluor viability, 18-24 h | AID 504648, 2011 | hit rate 0.16% among 390,000 | Potency, µM (highest dose often 46 µM), without a hit: top-dose activity change, negative = cytotoxicity, hits mostly inhibitors; further: potency means the concentration at half of the fitted maximal effect; on the % scale 0 is the no-effect control and ±100 the full control effect
#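 Cytotoxicity counterscreen: CellTiter-Fluor fluorescence was measured in A549 ARE_Fluc cells after 18-24 h of compound exposure in a concentration series. The subsequent BugLite luminescent read reports ARE-luciferase activity.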
# Nrf2 activator: qHTS of Nrf2 Activators. AREc32 ARE-luciferase reporter (MCF7-derived line), luminescence, 24 h. Potency, µM (top dose mostly 46.1 µM), inactives show at the highest dose activation, most hits filed as activators. hit rate 0.31% among 410,000. AID 624171, 2012; further: potency means the concentration at half of the fitted maximal effect; % of control where 0% means no effect; nearly all actives have a fitted effect of over 65% in size
#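 Reporter line AREc32 (ARE-Fluc), seeded overnight in OPTI-MEM with 5% FBS; compound pin-transferred, 24 hr at 37 deg C, 5% CO2; luminescent read-out.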
# TGFb SMAD3 inh: qHTS for Inhibitors of TGF-b; HepG2 CAGA-GFP TGF-b/SMAD3 reporter, GFP fluorescence, 18 h; TGF-beta stimulated, 500 pg/mL final; Potency, µM (highest dose often 46.1 µM), without a hit: top-dose activity, negative = inhibition, hits mostly inhibitors; hit rate 1.2% among 410,000; AID 588855, 2011; further: potency means the concentration at half of the fitted maximal effect; on the % scale 0 is the no-effect control and ±100 the full control effect; nearly all actives have a fitted effect of over 65% in size
#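 TGF-beta reporter screen: HEPG2 CAGA-GFP, 1% FBS, 500 pg/mL TGF-beta final, 18 h; per-cell GFP summed per well; curves fitted and categorized by class.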
# pAkt inh: HTS Assay for Inhibitors of Akt Phophorylation: Primary Screen; Neuro2A IGF-stimulated pAkt S473 HTRF, 20 min; active compounds read low; hit rate 0.32% among 360,000; AID 651550, 2012; activity change, % for hits at 50 µM; in the data active means activity change below about -80%; inconclusive means mostly about -51% to -80%; further: on the % scale 0 is the no-effect control and ±100 the full control effect
#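 Single-point screen (50 µM final compound) in Neuro2A cells stimulated 20 min with 6 nM IGF at 37 deg C. After lysis, Ser473-phosphorylated Akt read by HTRF (ex 330 nm, em 615/665 nm) as the 665/615 ratio.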
# EPAC2 ag: qHTS for Agonist of cAMP-regulated guanine nucleotide exchange factor 4 (EPAC2): primary screen; Rap guanine nucleotide exchange factor 4 (Homo sapiens), Q8WZA2; Potency, µM (doses to about 154 µM), inactives show at the highest dose activation, hits mostly activators; EPAC2 activation, biochemical qHTS; response scale: 100% = 6.5 mM cAMP response; AID 720711, 2013; hit rate 0.079% among 360,000; further: potency means the concentration at half of the fitted maximal effect; nearly all actives have a fitted effect of over 50% in size
# Target sequence (Q8WZA2 whole entry, looked up): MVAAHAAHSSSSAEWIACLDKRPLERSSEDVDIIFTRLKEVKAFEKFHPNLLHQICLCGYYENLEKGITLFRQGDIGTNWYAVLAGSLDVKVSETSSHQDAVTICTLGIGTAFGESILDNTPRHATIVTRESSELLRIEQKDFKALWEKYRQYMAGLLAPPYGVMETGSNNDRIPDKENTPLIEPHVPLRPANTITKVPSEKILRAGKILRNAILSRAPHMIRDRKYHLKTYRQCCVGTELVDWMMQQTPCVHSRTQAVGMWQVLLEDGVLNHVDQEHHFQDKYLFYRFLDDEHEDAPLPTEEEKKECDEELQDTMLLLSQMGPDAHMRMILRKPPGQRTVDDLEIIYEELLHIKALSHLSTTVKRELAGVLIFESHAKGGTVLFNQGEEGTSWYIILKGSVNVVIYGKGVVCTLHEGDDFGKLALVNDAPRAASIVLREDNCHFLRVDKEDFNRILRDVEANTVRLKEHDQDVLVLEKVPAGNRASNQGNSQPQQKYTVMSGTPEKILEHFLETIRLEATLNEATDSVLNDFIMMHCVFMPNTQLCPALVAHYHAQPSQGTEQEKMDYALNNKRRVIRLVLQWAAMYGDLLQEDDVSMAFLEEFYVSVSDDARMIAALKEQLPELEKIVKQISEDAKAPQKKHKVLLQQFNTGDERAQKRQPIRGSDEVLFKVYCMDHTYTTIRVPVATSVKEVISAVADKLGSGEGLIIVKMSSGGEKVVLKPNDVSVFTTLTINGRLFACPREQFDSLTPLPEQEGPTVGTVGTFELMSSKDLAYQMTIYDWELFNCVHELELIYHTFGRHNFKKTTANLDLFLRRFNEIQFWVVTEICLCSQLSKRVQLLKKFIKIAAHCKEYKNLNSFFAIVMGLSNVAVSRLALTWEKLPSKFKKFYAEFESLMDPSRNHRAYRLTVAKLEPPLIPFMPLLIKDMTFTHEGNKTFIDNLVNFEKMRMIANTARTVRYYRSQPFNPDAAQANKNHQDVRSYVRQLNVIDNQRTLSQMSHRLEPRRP
#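 Fluorescence exchange assay: 100 nM EPAC2 with 250 nM RAP1B-BODIPY-GDP and 50 uM GDP; compounds tested as a concentration-titration series (qHTS). Loss of Rap1-bound BODIPY-GDP fluorescence read at 480/540 nm; data normalized to 6.5 mM cAMP.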
# EPAC2 antagonist: qHTS for Antagonist of cAMP-regulated guanine nucleotide exchange factor 2 (EPAC2): primary screen. hit rate 0.18% among 360,000. EPAC2 GEF exchange of Rap1B-BODIPY-GDP, fluorescence. AID 720708, 2013. Potency, µM (doses to about 114 µM), for inactives: at the highest dose activity, negative = inhibition, actives largely listed as inhibitors; further: potency means the concentration at half of the fitted maximal effect; on the % scale 0 is the no-effect control and ±100 the full control effect; nearly all actives have a fitted effect of over 45% in size; many of its hits are not listed in these tables
# CCT modulator: High-Throughput Screening for Modulators of Cytosolic Chaperonin Activity; purified chaperonin ATPase assay, HTRF ADP detection, 30 min; activity change, % (no concentration beside the values), hits read low; hit rate 0.3% among 360,000; AID 651819, 2012; in the data active means activity change below about -30%; further: on the % scale 0 is the no-effect control and ±100 the full control effect
#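 TRiC at 40 or 20 nM final (batch-dependent) in 30 mM Tris pH 7.4, 100 mM KCl, 5 mM MgCl2, 1 mM DTT, with compound at single 76 uM and 10 uM ATP, 30 min at 37 deg C. ADP detected by HTRF Transcreener, 665/615 ratio.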
# MmCpn inh: Inhibitors of TCP-1 ring complex (TRiC) of Methanococcus maripaludis (MmCpn): qHTS; Potency, µM (top dose mostly 76.9 µM), for inactives: at the top dose activity, negative = inhibition, actives largely listed as inhibitors; purified Mm-Cpn ATPase, ADP Transcreener TR-FRET; Chaperonin Mm-Cpn (Methanococcus maripaludis); hit rate 0.031% among 330,000; further: potency means the concentration at half of the fitted maximal effect; on the % scale 0 is the no-effect control and ±100 the full control effect; nearly all actives have a fitted effect of over 80% in size
#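 Quantitative HTS used 25 nM Mm-CPN and 10 uM ATP in magnesium/KCl Tris buffer, pH 7.4, with 1 mM DTT. Hydrolysis ran 30 min at 37°C; ADP was read by HTRF.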
# Starred values were filed as active, the others as inactive; i = inactive; ? = inconclusive; nt = no result given; & = joins results of further samples; [ ] = remark or other dose. Unless noted, the call rests on the fitted dose curve; in most records, active means well fitted curve in the direction sought with a large enough effect; inconclusive means small, poorly fitted or top-dose-only effect, or another doubt; inactive means no such curve, though single readings can be large; an effect the other way counts as inactive or inconclusive. Some of the compounds tested (hit frequency here may not be typical).
SMILES,Nrf2 block,A549 viability,Nrf2 activator,TGFb SMAD3 inh,pAkt inh,EPAC2 ag,EPAC2 antagonist,CCT modulator,MmCpn inh
COc1ccc(C(=O)CSc2nnc(C3CCCCC3)n2N)c(OC)c1,-3%,-3%,0.2%,?,i,-11%,0%,0.6,-3%
Cn1c(=O)c2c(nc(SCC(=O)NCc3ccc4c(c3)OCO4)n2Cc2ccccc2)n(C)c1=O,13%,1%,-0.4%,-4%,i,-1%,1%,-6.2,2%
COc1ccccc1S(=O)(=O)Nc1ccc2cn[nH]c2c1,11%,-8%,0.3%,-9%,i,10%,3%,-2.2,2%
O=C(CN1CCN(S(=O)(=O)c2ccc(F)cc2)CC1)Nc1ccc(Cl)c(C(F)(F)F)c1,nt,-29%,6.6%,?,i,-14%,-13%,-0.4,0%
COc1ccc(CNC(=O)[C@H](C)NC(=O)C2CCN(S(=O)(=O)c3ccccc3)CC2)cc1,-5%,-1%,-0.1%,13%,i,0%,7%,-0.9,1%
O=C(N/N=C/c1c(Nc2cccc(C(F)(F)F)c2)nc2ccccn2c1=O)c1ccccc1[N+](=O)[O-],9%,0%,0.3%,-1%,i,-7%,-3%,-2.1,1%
CN1CCN(c2ccc(NC(=S)NC(=O)c3cccc4ccccc34)cc2)CC1,7%,-3%,16%,?,i,3%,10%,-2.9,1%
CCOC(=O)c1c(C)[nH]c(C)c1C(=O)COC(=O)c1nc2nccc(C)n2n1,0%,-12%,0.3%,-4%,i,0%,1%,-3.9,0%
COCC(=O)Nc1ccc(S(=O)(=O)NCCc2ccccc2)cc1,-11%,-4%,0.3%,0%,i,11%,0%,-1.8,2%
COC(=O)CSc1cccc2c1C(=O)CC2c1ccccc1 (stereo not drawn),-15%,0%,3.0%,2%,i,2%,-23%,0.4,0%
O=C(CCn1cccc1)Nc1nccs1,-11%,-5%,-0.3%,-1%,i,-7%,-3%,-0.9,1%
Cc1cc(C)n2nc(SCCCC(=O)c3ccc(F)cc3)nc2n1,9%,-1%,0.3%,1%,i,2%,1%,-1.2,0%

# 2 entries from above, tab-delimited.
Structure	Nrf2 block	A549 viability	Nrf2 activator	TGFb SMAD3 inh	pAkt inh	EPAC2 ag	EPAC2 antagonist	CCT modulator	MmCpn inh
COc1ccccc1S(=O)(=O)Nc1ccc2cn[nH]c2c1	11%	-8%	0.3%	-9%	i	10%	3%	-2.2	2%
O=C(CN1CCN(S(=O)(=O)c2ccc(F)cc2)CC1)Nc1ccc(Cl)c(C(F)(F)F)c1	nt	-29%	6.6%	?	i	-14%	-13%	-0.4	0%

# A section from the list above, as a working copy:
SMILES,Nrf2 block,A549 viability,Nrf2 activator,TGFb SMAD3 inh,pAkt inh,EPAC2 ag,EPAC2 antagonist,CCT modulator,MmCpn inh
COc1ccc(C(=O)CSc2nnc(C3CCCCC3)n2N)c(OC)c1,-3%,-3%,0.2%,?,i,-11%,0%,0.6,-3%
Cn1c(=O)c2c(nc(SCC(=O)NCc3ccc4c(c3)OCO4)n2Cc2ccccc2)n(C)c1=O,13%,1%,-0.4%,-4%,i,-1%,1%,-6.2,2%
COc1ccccc1S(=O)(=O)Nc1ccc2cn[nH]c2c1,11%,-8%,0.3%,-9%,i,10%,3%,-2.2,2%

# Following part
SMILES,Nrf2 block,A549 viability,Nrf2 activator,TGFb SMAD3 inh,pAkt inh,EPAC2 ag,EPAC2 antagonist,CCT modulator,MmCpn inh
CNC(=O)c1c[nH]n2c(=O)c(Cc3ccccc3F)c(C)nc12,-24%,2%,0.0%,4%,i,11%,-6%,-2.4,1%
Cc1ccc(S(=O)(=O)N(C)CC(=O)Nc2cc(C)ccn2)cc1,?,0%,4.0%,-2%,i,10%,-4%,-0.3,-2%
OC1NC(=S)N(c2ccccc2)C1O (stereo not drawn),12%,9%,0.0%,-3%,i,4%,-7%,-0.5,-1%
Cc1ccc(-n2c(SCC(=O)NCC3CCCO3)nnc2-c2ccoc2C)cc1 (stereo not drawn),3%,-9%,0.1%,0%,i,-8%,11%,0.7,0%
CCCCN(C(=O)c1nn(C)c(=O)c2ccccc12)c1c(N)n(CC(C)C)c(=O)[nH]c1=O,10%,10%,-0.1%,-1%,i,0%,10%,0.0,-3%
O=C(c1ccccc1Cl)N1CCNCC1,6%,-10%,0.0%,-20%,i,6%,2%,-0.7,1%
Cc1ccc(F)cc1NC(=O)CSc1ncccn1,0%,-4%,0.0%,-2%,i,-5%,-3%,0.5,2%
CCCn1cc(S(=O)(=O)c2ccc(OC)cc2)c(=O)c2cc(OCC)ccc21,?,2%,-0.7%,13%,i,0%,-3%,0.4,1%
CCN(CC)C(=O)COc1cc(C)cc2oc(=O)cc(-c3ccccc3)c12,2%,-4%,-0.6%,-18%,i,5%,3%,-8.2,-1%
O=C(CN(Cc1ccccc1)S(=O)(=O)c1ccc(S(=O)(=O)N2CCOCC2)cc1)Nc1ccccc1,7%,2%,0.4%,-13%,i,-2%,0%,-1.4,1%
Cc1cc(C)c(C(=O)NNC(=O)c2cccnc2)c(C)c1,1%,3%,-0.5%,-22%,i,5%,5%,0.2,1%
O=C(NCCc1ccccc1)NC1CCCCC1,nt,18%,-0.7%,18%,i,8%,-3%,-0.3,2%
Cc1cc(C)cc(NC(=O)CSc2nc(N)c(NC(=O)c3cccs3)c(=O)[nH]2)c1,-8%,1%,0.3%,18%,i,-3%,-19%,-1.7,0%
COc1cccc(NC(=O)COC(=O)/C=C/c2c(C)nn(-c3ccccc3)c2C)c1,2%,3%,3.4%,?,i,14%,-11%,0.6,-2%
Nc1nonc1-c1nc2ccccc2n1CC(=O)N/N=C/c1ccc(-c2ccccc2C(=O)O)o1,1%,0%,2.1%,-3%,i,3%,1%,-0.6,1%
CC(C)=CCn1c2ccc(NC(=O)Nc3ccc(N(C)C)cc3)cc2c(=O)n1C,nt,nt,-0.7%[9.22 µM],?,i,-3%,-12%,0.2,nt
COc1cccc(NC(=O)CSc2c3c(nc4ccccc24)CCCC3)c1,8%&-9%,-15%&-1%,?,?,i,14%,6%,-2.8,-12%
OC(c1ccc(F)cc1)c1ncc(-c2cccc(C(F)(F)F)c2)[nH]1 (stereo not drawn),nt,nt,1.0%,-1%,i,-5%,-10%,-1.6,nt
CC(C)c1ccc(CC(=O)N2CCC2(C)C(=O)Nc2ccccc2)cc1 (stereo not drawn),nt,nt,0.2%,2%,i,2%,-13%,-0.1,nt
COc1ccccc1N1CCN(CC(=O)NCc2ccc(Cl)cc2)CC1,-19%,4%,3.0%,-18%,i,10%,-2%,-2.6,2%
CCCCNC(=O)/C(C#N)=C/c1ccc(C(=O)OC)cc1,3%,-1%,-0.3%,12%,i,15%,6%,-2.7,-2%
Cc1ccc(C(C(=O)NCC2CCCO2)N(C(=O)c2snc(C(N)=O)c2N)c2ccc(F)cc2)o1 (stereo not drawn),0%,-2%,-0.2%,2%,i,4%,2%,-1.3,0%
CN(Cc1ccc(OCC(O)CN(C)Cc2ccccc2)cc1)Cc1nccn1C (stereo not drawn),0%,-17%,-0.2%,-2%,i,9%,-1%,-0.9,0%
COc1ccc(-c2cc(C(=O)N/N=C/c3cc(OC)c(OC)cc3OC)c3ccccc3n2)cc1,6%,-4%,-0.6%,0%,i,13%,-6%,-2.8,nt
O=C(CCC(=O)N1CC2CCCN2c2ccccc21)NCc1ccccc1F (stereo not drawn),?,5%,3.1%,-2%,nt,nt,nt,nt,nt
COC(=O)c1cc(COC(=O)CNC(=O)c2cccc(C)c2)oc1C,8%,-2%,-0.9%,2%,i,11%,11%,3.2,1%
O=C(CCC(=O)Nc1ccccc1)N/N=C/c1ccco1,17%,-10%,-0.2%,22%,i,7%,-6%,-2.9,1%
Cc1cc(C)n2nc(C(=O)NCc3ccco3)cc2n1,-4%,-4%,5.1%,?,i,2%,8%,0.4,0%
Cn1c(SCC(=O)N2CCOCC2)nc2sc3c(c2c1=O)CCCC3,-25%,?,7.2%,-15%,i,-9%,8%,-1.9,2%
CC(C)CC1C(=O)N(Cc2cn(CCC3OCCO3)nn2)CCS(=O)(=O)N1Cc1ccc(-c2ccc(Cl)c(Cl)c2)cc1 (stereo not drawn),nt,nt,-0.1%,11µM*,i,1%,3%,2.1,nt
CC(=O)c1ccc(NC(=O)CN2CCC(C(=O)c3ccc4c(c3)OCCO4)CC2)cc1,-9%,2%,-0.3%,4%,i,0%,-14%,0.8,-20%
COC(=O)c1sc(C(F)(F)F)c(-c2ccccc2)c1S(=O)(=O)N1CCCC1,4%,0%,-0.3%,-7%,i,7%,?,-4.8,1%
CCOc1ccccc1NC(=O)CSc1nnc(CNC(=O)c2cccs2)o1,-13%,2%,0.4%,-19%,i,2%,8%,-1.5,3%
Cc1ccc(NC(=O)CN2C(=O)S/C(=C\C(=O)Nc3ccc(Cl)cc3)C2=O)cc1,-3%,-1%,-0.2%,-2%,i,-1%,1%,1.2,-11%
Cc1ccc(S(=O)(=O)NCCN2CCNC2=O)cc1,16%,10%,-0.2%,-12%,i,10%,1%,-1.2,-4%
